Screening data deposited in PubChem by Sanford-Burnham Center for Chemical Genomics.
tim23-1 inh = inhibits growth of tim23-1 mutant yeast. S. cerevisiae tim23-1 growth, BacTiter-Glo luminescence, 24 h. inhibition, % at 20 µM. AID 463212. actives 1.3% (n = 330,000);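 active = growth inhibition of the mutant yeast at or above 50%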;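 also: temperature-sensitive mutant grown at 25 °C; plate controls were DMSO-treated mutant yeast for no effect and medium wells lacking yeast for full effect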
UPR XBP1 act = adaptive UPR (XBP1) activation | activation, % at 20 µM | CHO-XBP1 luciferase reporter, IRE1-XBP1 UPR activation, luminescence; percent of tunicamycin response, DMSO as zero | actives 0.33% (n = 330,000);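 active = versus positive control, 20 µM dose yields 30% or more activation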;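 also: 100% = tunicamycin at 10 µg/mL and 0% = DMSO only wells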
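Material: IRE1-XBP1 luciferase reporter CHO line / Quantity: one thousand reporter cells per well / Buffer or medium: F12 with 10% serum / Compound: 20 µM single concentration, DMSO 1% / Times: 6 h treatment, 37 °C / Detection: Steady-Glo luciferase glow luminescence, 10 min after reagent addition / Benchmarks: tunicamycin high, DMSO low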
tim10-1 inh = growth inhibitors of tim10-1 mutant yeast | S. cerevisiae tim10-1 ts strain growth, BacTiter-Glo, 24 h | inhibition, % at 20 µM | actives 2.2% (n = 330,000) | AID 463190;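 active = inhibition of at least 40%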;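 also: mutant grown at 25 °C; 0% = DMSO wells with yeast and 100% = wells holding no yeast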
Mdm2-MdmX inh = disrupts the human Mdm2-MdmX interaction; O15151+Q00987; SaOS-2 split-luciferase Mdm2/MdmX complementation, luminescence; inhibition, % at 8 µM; actives 3% (n = 330,000);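 active = inhibition of at least 50% at 8 µM in the primary screen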
NALP3 yeast inh = blocks the NALP3 inflammasome reconstituted in yeast; AID 2825; Yeast reconstituted NLRP3/ASC/caspase-1, beta-gal luminescence, 24 h; inhibition, % at 10 µM; actives 0.39% (n = 330,000);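 active = inhibition of 50% or more; inactive = inhibition below 50%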;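 also: plate controls were induced DMSO wells for no effect and uninduced yeast grown without galactose for full effect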
APJ ag = agonists of human APJ apelin receptor; CHO-K1 APJ PathHunter beta-arrestin, luminescence; 0% DMSO wells, 100% apelin; P35414; actives 0.11% (n = 330,000); AID 2520; activation, % at 20 µM;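 active = activation more than six SD over the plate average, tested at 20 µM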;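 also: 0% = DMSO alone and 100% = apelin-13 at 10 nM; some results filed as inactive read as strong as hits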
Target sequence (P35414 whole entry, looked up): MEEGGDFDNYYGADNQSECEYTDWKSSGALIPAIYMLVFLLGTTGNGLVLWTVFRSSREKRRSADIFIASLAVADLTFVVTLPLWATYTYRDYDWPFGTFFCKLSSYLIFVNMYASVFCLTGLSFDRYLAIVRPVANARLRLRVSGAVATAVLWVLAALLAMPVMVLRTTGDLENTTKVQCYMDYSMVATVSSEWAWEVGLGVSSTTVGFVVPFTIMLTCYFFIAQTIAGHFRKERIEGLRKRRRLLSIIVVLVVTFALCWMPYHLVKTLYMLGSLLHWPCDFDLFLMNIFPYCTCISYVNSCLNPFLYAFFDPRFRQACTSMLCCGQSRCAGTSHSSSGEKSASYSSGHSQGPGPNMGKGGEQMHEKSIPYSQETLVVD
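Assay system: CHO-K1 cells stably expressing ProLink-tagged human APJ and arrestin–beta-gal acceptor. Compound dosing: 20 µM single point, 1% DMSO. Times: 16-18 h seeding, 90 min dark compound exposure, 60 min detection. Detection: beta-gal luminescence. Evaluation: APJ–arrestin association signal. Controls: negative DMSO alone, positive Apelin-13 at 10 nM.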
CHOP UPR activ = activators of apoptotic arm of unfolded protein response (CHOP) | CHO-CHOP luciferase reporter, UPR activation, luminescence; percent of tunicamycin response over DMSO baseline | activation, % at 10 µM | actives 0.34% (n = 330,000) | AID 449763;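 active = at 10 µM dose, activation of 40% or more, normalized to positive control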;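 also: 100% = tunicamycin at 10 µg/mL and 0% = DMSO alone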
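Evaluation: % reporter activation, DMSO baseline versus tunicamycin full activation; System: CHO-CHOP luciferase reporter cell line; Input: 500 cells/well; Incubation: 6 h compound treatment, 37 °C; Measured by: Steady-Glo luciferase luminescence; Dosing: one dose, 10 µM in 0.5% DMSO; Buffer or medium: F12 medium, 10% FBS; Benchmarks: positive tunicamycin 10 µg/mL, negative DMSO alone.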
TIM10 inh = inhibits growth of TIM10 yeast strain | S. cerevisiae TIM10 strain growth, BacTiter-Glo luminescence, 24 h | inhibition, % at 10 µM | actives 1.4% (n = 330,000) | AID 463195;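 active = inhibition of 40% or more at the single tested concentration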;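 also: wild-type TIM10 isogenic control strain grown at permissive 25 °C; 0% = DMSO yeast wells and 100% = minimal medium wells without yeast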
GRIN3A LBD mod = NR3A (human) ligand-binding domain modulation. NR3A LBD differential scanning fluorimetry, Tm shift; 0% = protein alone, 100% = glycine-bound protein. Tm shift relative to glycine control, % at 25 µM. actives 2.5% (n = 340,000);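 active = melting temperature shift of at least 10% of the positive control shift, at one fixed dose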
Active calls of the source: *.

SMILES	tim23-1 inh	UPR XBP1 act	tim10-1 inh	Mdm2-MdmX inh	NALP3 yeast inh	APJ ag	CHOP UPR activ	TIM10 inh	GRIN3A LBD mod
CCc1cc2c(SCC#N)ncnc2s1	7	-2	11	9	9	0	-1.2	14	-2
CC(C1CC1)N(Cc1ccccc1)C(=O)NC(=O)c1ccc(F)cc1 (stereo unspecified)	18	-1	12	19	17	-2	3.3	-5	1
COc1ccc(-n2c(C)c(C(C)=O)c3cc(OCC(N)=O)ccc32)cc1	25	-1	27	-15	5	-3	2.0	34	-1
CCOc1ccc(OCC)c(NC(=O)CSc2nnc(Cn3cnc4ccccc43)n2C)c1	-9	-4	-8	19	9	-5	-0.5	0	0
CCOC(=O)c1cnn(-c2cc(C)nc3c(-c4ccccc4)cnn23)c1N	15	0	4	19	21	-2	0.8	1	0
CC1CN(C(=O)c2ccc(NS(=O)(=O)c3cccc(Cl)c3)cc2)CC(C)O1 (stereo unspecified)	6	-2	0	-10	3	1	-1.8	12	-1
NC(=O)CSc1nnc(COc2ccc3ccccc3c2)o1	11	-2	-2	9	0	-3	-0.1	4	3
O=C(Nc1cc(S(=O)(=O)N2CCOCC2)ccc1O)c1ccc(NS(=O)(=O)c2ccc(Cl)s2)cc1	-3	-2	0	1	-6	8	0.9	0	19*
CCOc1ccccc1CNCc1ccc(F)cc1	1	-2	11	3	3	-7	0.0	9	-1
CCn1cc2nc(SCC(=O)Nc3ccc(OC)c(OC)c3)n(Cc3ccc(OC)cc3)c(=O)c2n1	10	-2	17	-17	23	0	-0.6	20	14*
COc1ccc(CC(=O)OCC(=O)Nc2ccc(Cl)c(S(=O)(=O)N(C)C)c2)cc1	11	3	10	1	13	-4	-1.0	-3	-28
COc1ccc(C(=O)CCC(=O)N2CCN(c3ccc(C)cc3)C(C)C2)cc1 (stereo unspecified)	26	-1	27	-3	16	-5	0.8	7	-4
CC(=O)c1ccc(OCc2cc(C(=O)N3CCCCC3c3cccnc3)no2)cc1 (stereo unspecified)	-6	-2	-57	-11	17	-1	13	-9	-3
C=CCOc1ccc(C2C(C(=O)c3cccs3)=C(O)C(=O)N2c2nnc(C)s2)cc1 (stereo unspecified)	2	-1	9	-7	2	-6	2.8	4	-5
CC(=O)N(Cc1cccc(Br)c1)c1ccc(N2CCOCC2)c(Cl)c1	35	-2	10	15	25	-4	-1.1	15	-4
Cc1ccc(C)c(NC(=O)C2COc3ccccc3O2)c1 (stereo unspecified)	25	-1	22	-15	21	-4	3.4	5	0
Cc1ccc(CNC(=O)C2CC3Cn4c(nc5cc6ccccc6cc54)C3N2C)o1 (stereo unspecified)	7	-3	-2	33	16	-1	-0.5	-1	-2
CCCN(CCC)C(=O)COc1cc(=O)n(CC)c2ccccc12	5	-1	-3	-8	-2	-4	-0.1	1	-1
COC(=O)[C@H](Cc1ccccc1)NC(=O)[C@@H](N)CC(=O)O	47	-6	-3	-23	-9	0	0.9	10	-1
Cc1noc(C)c1S(=O)(=O)N1CCN(c2ccccc2Cl)CC1	26	0	30	11	22	5	0.1	19	-2

Some of the entries above, reformatted:
structure,tim23-1 inh,UPR XBP1 act,tim10-1 inh,Mdm2-MdmX inh,NALP3 yeast inh,APJ ag,CHOP UPR activ,TIM10 inh,GRIN3A LBD mod
CCOc1ccccc1CNCc1ccc(F)cc1,1,-2,11,3,3,-7,0.0,9,-1
CCn1cc2nc(SCC(=O)Nc3ccc(OC)c(OC)c3)n(Cc3ccc(OC)cc3)c(=O)c2n1,10,-2,17,-17,23,0,-0.6,20,14*
COc1ccc(CC(=O)OCC(=O)Nc2ccc(Cl)c(S(=O)(=O)N(C)C)c2)cc1,11,3,10,1,13,-4,-1.0,-3,-28
COc1ccc(C(=O)CCC(=O)N2CCN(c3ccc(C)cc3)C(C)C2)cc1 (stereo unspecified),26,-1,27,-3,16,-5,0.8,7,-4
CC(=O)c1ccc(OCc2cc(C(=O)N3CCCCC3c3cccnc3)no2)cc1 (stereo unspecified),-6,-2,-57,-11,17,-1,13,-9,-3
C=CCOc1ccc(C2C(C(=O)c3cccs3)=C(O)C(=O)N2c2nnc(C)s2)cc1 (stereo unspecified),2,-1,9,-7,2,-6,2.8,4,-5
CC(=O)N(Cc1cccc(Br)c1)c1ccc(N2CCOCC2)c(Cl)c1,35,-2,10,15,25,-4,-1.1,15,-4
Cc1ccc(C)c(NC(=O)C2COc3ccccc3O2)c1 (stereo unspecified),25,-1,22,-15,21,-4,3.4,5,0
Cc1ccc(CNC(=O)C2CC3Cn4c(nc5cc6ccccc6cc54)C3N2C)o1 (stereo unspecified),7,-3,-2,33,16,-1,-0.5,-1,-2
CCCN(CCC)C(=O)COc1cc(=O)n(CC)c2ccccc12,5,-1,-3,-8,-2,-4,-0.1,1,-1
COC(=O)[C@H](Cc1ccccc1)NC(=O)[C@@H](N)CC(=O)O,47,-6,-3,-23,-9,0,0.9,10,-1
Cc1noc(C)c1S(=O)(=O)N1CCN(c2ccccc2Cl)CC1,26,0,30,11,22,5,0.1,19,-2

Continued:
SMILES	tim23-1 inh	UPR XBP1 act	tim10-1 inh	Mdm2-MdmX inh	NALP3 yeast inh	APJ ag	CHOP UPR activ	TIM10 inh	GRIN3A LBD mod
CCOc1ccc(-c2csc3nc[nH]c(=O)c23)cc1	7	0	-11	-15	24	-1	2.3	7	-3
COc1cccc(/C=C/C(=O)OCC(=O)NC(=O)NC2CCCCC2)c1	23	0	36	-2	11	-8	1.0	10	4
c1ccc(-c2cccs2)nc1	19	-2	-17	21	15	-3	-1.6	2	0
COCCCN1C(=O)C(=O)/C(=C(/O)c2ccc3c(c2)CC(C)O3)C1c1cccnc1 (stereo unspecified)	-8	-3	-1	28	13	-4	-2.9	0	1
CCOC(=O)c1[nH]c2ccc(C)cc2c1NC(=O)CN1CCCCC1	6	-4	-2	20	12	2	-1.3	-2	-13
CCCC(=O)Nc1cc(C(=O)O)ccc1Sc1ccccc1	4	1	4	23	0	-2	-1.4	9	-2
CN(C)C(CNC(=O)c1ccc(-c2ccccc2)cc1)c1ccccc1 (stereo unspecified)	19	1	4	23	11	-2	2.4	20	0
COc1cc(CCC(=O)OCC(=O)N2CC(=O)Nc3ccccc32)cc(OC)c1OC	14	1	11	4	11	0	-0.1	1	-2
CC1CCN(C(=O)CSc2nnc(CNC(=O)c3ccco3)o2)CC1	4	-1	8	-13	6	3	0.8	10	-6
COCCNC(=O)C1CCC(CNS(=O)(=O)c2c(C)cc(C)cc2C)CC1 (stereo unspecified)	-3	-1	31	5	9	-1	1.6	-12	-11
C1CCN(c2nc3nonc3nc2NCC2CCOCC2)CC1	-7	0	6	22	3	1	0.6	-11	0
COc1cccc(/C=N/NC(=O)c2ccc(=O)n(C)c2)c1O	7	1	3	-8	3	-1	1.6	11	0
COc1ccc(C(=O)NC2CCN(C(=O)Nc3ccccc3Cl)CC2)cc1	10	1	13	27	-3	1	-0.7	-10	-2
c1ccc2c(c1)NC1(CCCC1)n1c-2nc2ccccc21	35	5	18	0	31	1	3.7	18	-14
CC(C)CC(C)NNC(=O)c1cc2ccccc2[nH]1 (stereo unspecified)	2	-2	10	1	14	-3	3.0	-10	-1
Cc1ccn2c(NC(=O)c3ccccc3)c(-c3cccs3)nc2c1	-4	-2	6	1	11	-1	2.3	-21	-1
NC(=O)c1cc2ccccc2o/c1=N/NC(=O)c1ccccc1	-9	-2	11	4	13	-1	0.5	-14	1
COc1ccc2oc(C)c(C(=O)c3ccc([N+](=O)[O-])cc3)c2c1	29	0	39	-9	8	2	3.4	13	2
CC1CN(c2ccccc2)C(=O)CS1 (stereo unspecified)	-1	0	3	4	5	2	0.3	-10	-1
CCn1ccnc1CN(C)Cc1c(C(=O)N2C[C@@H](C)O[C@@H](C)C2)nc2ccc(Cl)cn12	-14	-6	2	24	0	3	-2.2	-6	1
COc1ccc(NC(=O)CC2C(=O)N(c3ccc(OC)cc3)C(=O)N2C(C)C)cc1 (stereo unspecified)	7	-1	4	1	-8	-4	-0.3	6	-2
Cc1ccc(O)c(-c2cc(C(F)(F)C(F)F)[nH]n2)c1	28	-1	24	1	5	-1	-2.6	33	4
Cc1noc(C(=O)N2CCN(c3ccccc3)CC2)c1Cl	17	-2	8	5	8	-1	2.5	1	0
CCOc1ccc2nc(NCCNC(=O)CC)c(C#N)cc2c1	18	-2	13	-31	1	9	-0.3	5	1
COc1ccccc1-c1nnc(C2CCN(S(=O)(=O)c3ccc([N+](=O)[O-])cc3)CC2)o1	13	-1	12	12	3	27	1.8	15	0
CCCCN(CCCC)S(=O)(=O)c1ccc(C(=O)Nc2nnc(COC)o2)cc1	20	0	21	59*	-9	-1	5.2	4	-8
C[C@H](CO)N1C[C@H](C)[C@@H](CN(C)Cc2ccc(C(=O)O)cc2)Oc2ccc(NS(=O)(=O)c3cn(C)cn3)cc2C1=O	-7	-2	-20	2	19	-1	0.5	-1	-3
COc1ccc2nc(N3CCN(C(=O)C4COc5ccccc5O4)CC3)sc2c1 (stereo unspecified)	33	4	32	-75	26	5	3.0	9	2
CCCc1nnc(NC(=O)Cn2c(=O)oc3ccccc32)s1	3	2	-1	9	-2	-2	-1.5	-14	3
O=C(CNC(=O)c1ccccc1F)OCC(=O)c1c[nH]c2ccccc12	-3	1	-40	7	6	-1	1.9	7	-13
COC(=O)c1sccc1NC(=O)Cc1ccc(Br)cc1	25	2	4	13	49	0	4.2	0	12*
O=c1onc(-c2ccc(Cl)cc2)n1Cc1ccc(F)cc1	11	1	5	9	-1	-2	-0.9	17	-1
CCOC(=O)C(=O)N(Nc1ccccc1C)c1ccccc1C	10	0	35	4	8	-5	1.3	38	2
O=C(CCc1nnc(-c2ccccc2)o1)NCc1c(F)cccc1F	-3	-3	-1	-9	7	-4	-1.5	-15	-1
CCCCOc1ccccc1Cn1c(=O)oc2ccc(C)cc21	4	1	18	-4	-24	-5	1.3	18	0
